High-throughput results (PubChem)
KCNK3 inh: human KCNK3 channel inhibition, primary screen. 0.84% of 340,000 active. CHO-KCNK3 thallium flux, FluxOR fluorescence; active compounds read low. B-score at 10 µM. O14649;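 active means B-score under library mean minus 4 SD, starting fluorescence ratio at most library mean plus 5 SD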;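 further: more negative B-score means stronger inhibition of thallium flux through KCNK3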
Target sequence (O14649 whole entry, looked up): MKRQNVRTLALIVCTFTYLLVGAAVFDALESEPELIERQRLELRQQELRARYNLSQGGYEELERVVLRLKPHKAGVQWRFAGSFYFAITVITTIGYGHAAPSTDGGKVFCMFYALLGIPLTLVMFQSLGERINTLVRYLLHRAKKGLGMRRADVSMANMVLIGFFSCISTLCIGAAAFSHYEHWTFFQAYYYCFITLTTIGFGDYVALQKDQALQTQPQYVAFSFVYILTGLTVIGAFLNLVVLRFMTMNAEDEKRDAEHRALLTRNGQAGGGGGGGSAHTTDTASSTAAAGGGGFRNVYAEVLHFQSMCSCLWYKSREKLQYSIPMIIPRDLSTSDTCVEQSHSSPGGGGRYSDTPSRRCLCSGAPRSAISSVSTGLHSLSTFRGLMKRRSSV
GSK3beta inhib: human GSK3beta kinase inhibition; GST-GSK3beta kinase, ADP-Glo luminescence, 60 min; active compounds read low; activity score (negative = inhibition), % at 10 µM; 0.038% of 300,000 active;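 active means more than half of replicate wells score below -50%, meaning over 50% inhibition versus plate controls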;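 further: 0% = median DMSO wells and -100% = median GW8510 positive control wells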
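Test system: GST-tagged human GSK3beta kinase, cell-free; evaluation: activity score scaled between in-plate DMSO and GW8510 controls; measured by: ADP-Glo luminescence; incubation: 60 min reaction, RT; benchmarks: DMSO and 20 µM GW8510; reagent: peptide substrate plus 25 µM ATP (final); medium: Tris/MgCl2 kinase buffer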
PolyA inhibitor: blocks polyadenylation in yeast reporter cells; S. cerevisiae SKY197-pL101 polyadenylation reporter, beta-gal luminescence; efflux-impaired pdr1/pdr3 knockout yeast; score 100 = 6 SD above DMSO; calls only at 12 µM; 0.02% of 300,000 active; AID 1875;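 active means lowest replicate activity score at least 50, where 100 means six control SD above control mean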;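 further: yeast exposed to compound for 9 h at 30 °C; higher score means more reporter readthrough which indicates perturbed polyadenylation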
HDAC3 inh: human HDAC3 inhibition; 0.15% of 320,000 active; inhibition, % at 8.3 µM; recombinant HDAC3, fluorogenic peptide/trypsin coupled, fluorescence; in the data active means inhibition above about 26%, passing the limit was not always enough
Target sequence (O15379 whole entry, looked up): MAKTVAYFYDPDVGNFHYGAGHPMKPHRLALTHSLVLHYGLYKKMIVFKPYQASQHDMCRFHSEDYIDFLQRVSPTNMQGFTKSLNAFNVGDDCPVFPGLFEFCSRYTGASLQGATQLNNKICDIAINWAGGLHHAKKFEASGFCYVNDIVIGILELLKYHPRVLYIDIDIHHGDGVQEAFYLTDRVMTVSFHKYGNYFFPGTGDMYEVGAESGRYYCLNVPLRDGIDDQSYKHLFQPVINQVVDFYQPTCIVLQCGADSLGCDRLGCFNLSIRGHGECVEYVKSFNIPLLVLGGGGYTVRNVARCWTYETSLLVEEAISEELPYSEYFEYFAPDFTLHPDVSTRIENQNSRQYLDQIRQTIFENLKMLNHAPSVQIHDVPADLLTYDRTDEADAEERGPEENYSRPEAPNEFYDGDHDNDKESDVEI
GSK3A inh: blocks human GSK-3 alpha kinase | 0.1% of 320,000 active | inhibition, % at 10 µM | AID 2650 | ADP-Glo luminescence, 60 min | P49840;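 in the data active means inhibition above about 50%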;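 further: GST-tagged GSK-3 alpha with peptide substrate and 25 µM ATP; 0% = DMSO neutral wells and 100% = GW8510 positive control wells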
The depositor's hits bear a star; i = inactive; . = not tested or not shown. A portion of the library; the hit share may differ from the screen's.

Start of the data: the first 13 compounds, ahead of the listing:
cpd	SMILES	GSK3A inh	GSK3beta inhib	HDAC3 inh	PolyA inhibitor	KCNK3 inh
1	C=C(C(=O)Oc1ccccc1C(C)(C)C)c1ccccc1	0.9	.	2.9	.	.
2	COC(=O)[C@@]12OC[C@]34[C@H]([C@@H](O)[C@@H]1O)[C@@]1(C)C(=O)C(O[C@@H]5OC(CO)[C@@H](O)[C@@H](O)[C@@H]5O)=C[C@@H](C)[C@@H]1C[C@H]3OC(=O)[C@H](OC(=O)/C=C(\C)C(C)(C)OC(C)=O)[C@@H]24 (some centres not stated)	-1.0	.	-1.6	.	.
3	C/C(=N\n1nnnc1Nc1ccccc1)c1ccc(N)cc1	-2.8	-2.5	4.7	i	.
4	Nc1ncnc2c1ncn2[C@@H]1O[C@H](CNS(=O)(=O)c2ccc(-c3ccno3)s2)[C@@H](O)[C@H]1O	.	.	.	.	i
5	O=S(=O)(c1ccc(SCc2ccc(Br)cc2)nc1)N1CCCCC1	.	.	.	.	-10*
6	CCN1C[C@@H]2[C@@H]3C(=O)N(C)C(=O)[C@@H]3[C@](CC)(C(=O)OC)N2C1=NCc1ccccc1	.	.	.	.	i
7	CN(C)CCCNC(=O)C[C@H]1C[C@H](C(=O)N2CCCCC2)[C@@]2(C)c3[nH]c4ccc(Cl)cc4c3CCN2C1=O	.	.	.	.	i
8	O=C(CC1SC(N2CCCCC2)=NC1=O)Nc1cccc(C(=O)N2CCCC(C(F)(F)F)C2)c1 (configuration not stated)	.	.	.	.	i
9	Cc1ccc(NC(=O)c2ccc(S(=O)(=O)N(C)c3ccccc3)cc2)cc1S(=O)(=O)N1CCOCC1	.	.	.	.	i
10	Cn1c(=O)c2nc(SCCO)n(C)c2n(C)c1=O	.	.	.	.	i
11	O=C(/C=C/c1ccc2c(c1)OCO2)c1ccc(O)cc1O	.	.	.	.	i
12	Cc1cc(Br)ccc1NC(=O)CN(C)C(=O)C1CCN(C(=O)c2ccc(Cl)cc2)CC1	.	.	.	.	i
13	O=C1c2ccccc2C(=O)N1CCc1c(-c2ccccc2)[nH]c2ccccc12	.	.	.	.	i

The listing, from the start:
cpd	SMILES	GSK3A inh	GSK3beta inhib	HDAC3 inh	PolyA inhibitor	KCNK3 inh
1	C=C(C(=O)Oc1ccccc1C(C)(C)C)c1ccccc1	0.9	.	2.9	.	.
2	COC(=O)[C@@]12OC[C@]34[C@H]([C@@H](O)[C@@H]1O)[C@@]1(C)C(=O)C(O[C@@H]5OC(CO)[C@@H](O)[C@@H](O)[C@@H]5O)=C[C@@H](C)[C@@H]1C[C@H]3OC(=O)[C@H](OC(=O)/C=C(\C)C(C)(C)OC(C)=O)[C@@H]24 (some centres not stated)	-1.0	.	-1.6	.	.
3	C/C(=N\n1nnnc1Nc1ccccc1)c1ccc(N)cc1	-2.8	-2.5	4.7	i	.
4	Nc1ncnc2c1ncn2[C@@H]1O[C@H](CNS(=O)(=O)c2ccc(-c3ccno3)s2)[C@@H](O)[C@H]1O	.	.	.	.	i
5	O=S(=O)(c1ccc(SCc2ccc(Br)cc2)nc1)N1CCCCC1	.	.	.	.	-10*
6	CCN1C[C@@H]2[C@@H]3C(=O)N(C)C(=O)[C@@H]3[C@](CC)(C(=O)OC)N2C1=NCc1ccccc1	.	.	.	.	i
7	CN(C)CCCNC(=O)C[C@H]1C[C@H](C(=O)N2CCCCC2)[C@@]2(C)c3[nH]c4ccc(Cl)cc4c3CCN2C1=O	.	.	.	.	i
8	O=C(CC1SC(N2CCCCC2)=NC1=O)Nc1cccc(C(=O)N2CCCC(C(F)(F)F)C2)c1 (configuration not stated)	.	.	.	.	i
9	Cc1ccc(NC(=O)c2ccc(S(=O)(=O)N(C)c3ccccc3)cc2)cc1S(=O)(=O)N1CCOCC1	.	.	.	.	i
10	Cn1c(=O)c2nc(SCCO)n(C)c2n(C)c1=O	.	.	.	.	i
11	O=C(/C=C/c1ccc2c(c1)OCO2)c1ccc(O)cc1O	.	.	.	.	i
12	Cc1cc(Br)ccc1NC(=O)CN(C)C(=O)C1CCN(C(=O)c2ccc(Cl)cc2)CC1	.	.	.	.	i
13	O=C1c2ccccc2C(=O)N1CCc1c(-c2ccccc2)[nH]c2ccccc12	.	.	.	.	i
14	CCN(CC(=O)Nc1c(F)cccc1F)C(=O)Cc1cccs1	.	.	.	.	i
15	Cc1cccc(N2CCN(CC(O)COc3ccccc3)CC2)c1 (configuration not stated)	.	.	.	.	i
16	CC(=O)Nc1cccc(C(=O)N2CCN(S(=O)(=O)c3ccc(C4CCCCC4)cc3)CC2)c1	.	.	.	.	i
17	CCOC(=O)C1(C#N)Cc2ccccc2C1	.	.	.	.	i
18	CC(C)COc1cccc(C(=O)Nc2cc(S(=O)(=O)N3CCOCC3)ccc2N2CCCC2)c1	.	.	.	.	i
19	O=C(CN1C(=O)NC2(CCc3ccccc32)C1=O)Nc1ccc(Br)cc1F (configuration not stated)	.	.	.	.	i
20	O=C(O)C1C2C=CC(O2)C1C(=O)Nc1ccccn1 (configuration not stated)	.	.	.	.	i
21	CCC(=O)c1ccc(OCC(=O)NCCCN2CCOCC2)cc1	.	.	.	.	i
22	CC12CCC3c4ccc(OCC(=O)O)cc4CCC3C1CCC2=O (configuration not stated)	.	.	.	.	i
23	CN(CCc1ccccc1)C(=O)c1ccc(NC(=O)Cc2ccc(NC(=O)C3CCCN(C(=O)c4ccccc4)C3)cc2)cc1 (configuration not stated)	.	.	.	.	i
24	O=C(COC(=O)C1CC(=O)N(Cc2ccco2)C1)Nc1ccccc1[N+](=O)[O-] (configuration not stated)	.	.	.	.	i
25	Cc1ccc(NC(=O)CN(C)C(=O)CSc2nnc(NC(C)C)s2)cc1	.	.	.	.	i
26	O=C(NCCNC(=O)Oc1cccc2ccccc12)Oc1cccc2ccccc12	.	.	.	.	i
27	O=C(COC(=O)c1cc(S(=O)(=O)Nc2ccccc2Cl)ccc1O)Nc1nc2ccccc2s1	.	.	.	.	i
28	Cc1cccc(NC(=O)CNC(=O)CN2C(=O)NC(C)(CCC(C)C)C2=O)c1C (configuration not stated)	.	.	.	.	i
29	O=C1NC(=O)C(c2ccccc2)N1 (configuration not stated)	.	.	.	.	i
30	c1ccc(-c2ncnc3ccccc23)cc1	.	.	.	.	i
31	Cc1ccccc1N=Cc1ccc[nH]1	.	.	.	.	i
32	CCCCN(C(=O)c1cccc(S(=O)(=O)N(CC)c2ccccc2)c1)c1c(N)n(CC(C)C)c(=O)[nH]c1=O	.	.	.	.	i
33	COc1ccc(CNCCCn2cnc(C(=O)Nc3ccc(C)c(C)c3)n2)cc1	.	.	.	.	i
34	Cc1ccc(S(=O)(=O)N2CCC(C(=O)N3CCCCCCC3)CC2)cc1	.	.	.	.	i
35	CC(C)CCCC(C)NC(=O)c1cc(S(=O)(=O)N2CCCCC2)ccc1N1CCOCC1 (configuration not stated)	.	.	.	.	i
36	CN(C(=O)c1ccc(NC(=O)Cc2ccc(NC(=O)C3CCN(C(=O)C4CCCCC4)CC3)cc2)cc1)C1CCCC1	.	.	.	.	i
37	CC(C)(C)c1ccc(C(=O)NCC(=O)NCC(C)(C)N2CCOCC2)cc1	.	.	.	.	i
38	c1ccc(CCCNCCCn2cnc3c(OCc4ccccc4)ncnc32)cc1	.	.	.	.	i
39	O=C(NCCCN1CCCC1=O)c1cc2ccccc2o1	.	.	.	.	i
40	COc1ccc(C=C(C#N)c2ccc(OC)cc2)cc1	.	.	.	.	i
41	O=C(c1cc(C2CC2)nn1-c1ccccc1)N1CCN(Cc2ccccc2F)CC1	.	.	.	.	i
42	NC(=O)C1(Nc2ccc(-c3ccccc3)cc2)CCCC1	.	.	.	.	i
43	COCCCN(C(=O)Cc1ccc(S(=O)(=O)N2CCOCC2)s1)c1c(N)n(Cc2ccccc2)c(=O)[nH]c1=O	.	.	.	.	i
44	C=CCN1C=C(C(C)=O)C(=O)CC1	.	.	.	.	i
45	COc1ccc(CCNC(=O)COC(=O)c2ccc(OC)cc2OC)cc1	.	.	.	.	i
46	O=C(CN1CCN(CC(=O)Nc2cccc(F)c2)CC1)NCC1(N2CCOCC2)CCCCC1	.	.	.	.	i
47	NN=C1c2ccccc2C(=O)C1C(=O)C(c1ccccc1)c1ccccc1 (configuration not stated)	.	.	.	.	-14.1*
48	COCCn1nnnc1C(C(C)C)N(Cc1ccccc1)Cc1cc2cc(OC)ccc2[nH]c1=O (configuration not stated)	.	.	.	.	i
49	COc1ccc(C=CC(=O)c2ccc([N+](=O)[O-])cc2)cc1	.	.	.	.	i
50	CCOC(=O)N1C(=O)NC(=O)C1c1ccccc1 (configuration not stated)	.	.	.	.	i

(list continues)
cpd	SMILES	GSK3A inh	GSK3beta inhib	HDAC3 inh	PolyA inhibitor	KCNK3 inh
51	O=C(Nc1cccc2ccccc12)OCc1ccccc1	.	.	.	.	i
52	CCOC(=O)C1CCN(S(=O)(=O)NC[C@H]2O[C@@H](n3cnc4c(N)ncnc43)[C@H](O)[C@@H]2O)C1 (some centres not stated)	.	.	.	.	i
53	C=CCN1C=CC(=O)[C@@H](OC(=O)Nc2ccc(Br)cc2)[C@H]1c1ccccc1Br	.	.	.	.	i
54	COc1ccc(NS(=O)(=O)c2ccc(C)c(C(=O)N3CCN(Cc4cc(OC)ccc4OC)CC3)c2)cc1	.	.	.	.	i
55	CN(Cc1ccccc1)C(=O)c1cccc(NC(=O)Cc2ccc(NC(=O)C3CCN(C(=O)c4ccccc4)CC3)cc2)c1	.	.	.	.	i
56	CC(C)Oc1ccc2ccccc2c1CNC[C@H]1O[C@@H](n2cnc(C(N)=O)n2)[C@H](O)[C@@H]1O	.	.	.	.	i
57	O=C(c1cccc(S(=O)(=O)N2CCN(c3ccc(F)cc3)CC2)c1)N1CCN(c2ccccc2O)CC1	.	.	.	.	i
58	CC(=O)OC1CCC2(C)C3CCC4(C)C(C(C)=O)CCC4C3CC3OC32C1 (configuration not stated)	.	.	.	.	i
59	O=C(c1cc2ccccc2o1)N1CCN(S(=O)(=O)c2ccccc2)CC1	.	.	.	.	i
60	CN(C)CCCNC(=O)C[C@H]1C[C@H](C(=O)N2CCOCC2)[C@@]2(C)c3[nH]c4cc(-c5ccco5)ccc4c3CCN2C1=O	.	.	.	.	i
61	O=C(Cc1ccc(NC(=O)C2CCCN(C(=O)C3CCC3)C2)cc1)Nc1ccc(C(=O)N2CCOCC2)cc1 (configuration not stated)	.	.	.	.	i
62	CCN(C(=O)COC(=O)c1ncc(Cl)c(Cl)c1Cl)c1c(N)n(Cc2ccccc2)c(=O)[nH]c1=O	.	.	.	.	i
63	O=[N+]([O-])c1ccc(COc2cccc(CN3CCCC3)c2)cc1	.	.	.	.	i
64	O=c1[nH][nH]c(-c2ccccc2)c1-c1ccccc1	.	.	.	.	i
65	CCN(CC)C(=O)[C@H]1C[C@H](CC(=O)NCCC2=CCCCC2)C(=O)N2CCc3c([nH]c4ccc(Cl)cc34)[C@]12C	.	.	.	.	i
66	O=C1CCCCC1Nc1ccc(Cl)cc1 (configuration not stated)	.	.	.	.	i
67	COc1cc(C)cc(C(=O)C=Cc2ccccc2)c1O	.	.	.	.	i
68	Nc1ccc(C(=O)NN2C(=O)[C@H](Cl)C2c2ccc(Cl)cc2)cc1 (some centres not stated)	.	.	.	.	i
69	COc1cccc(CNC(=O)C2CCCN(C(=O)c3ccc(Cl)cc3)C2)c1 (configuration not stated)	.	.	.	.	i
70	CN(C)C(CNC(=O)c1cc2ccccc2o1)c1ccccc1 (configuration not stated)	.	.	.	.	i
71	O=C(Nc1ccc(Cl)cc1)NN1CCCCCC1	.	.	.	.	i
72	CCCCN1C(=N)N([C@@H](CCC)CN2CCC[C@H]2CN2C(N)=NC[C@H]2CC(C)C)C[C@H]1Cc1ccccc1	.	.	.	.	i
73	COc1ccc(-c2noc(CCCCC(=O)N3CCN(c4cc(C)ccc4C)CC3)n2)cc1	.	.	.	.	-11.2*
74	Cc1cccc(C)c1NC(=O)COC(=O)c1c(C)nn(-c2ccccc2)c1C	.	.	.	.	i
75	CC[C@]12c3[nH]c4ccc(Cl)cc4c3CCN1C(=O)[C@@H](CC(=O)NCc1cccc(C(F)(F)F)c1)C[C@@H]2C(=O)N1CCN(C(=O)C2CC2)CC1	.	.	.	.	i
76	CCCCCC(=C/c1ccccc1)/C=N/Nc1ccc(S(=O)(=O)N2CCOCC2)cc1[N+](=O)[O-]	.	.	.	.	i
77	NC(=O)N/N=C/c1ccc(-c2ccc(S(=O)(=O)Nc3ncccn3)cc2)o1	.	.	.	.	i
78	CN1OC[C@@H]2CN(S(=O)(=O)c3ccccc3)[C@H](c3cccc(Br)c3)C[C@@H]21	.	.	.	.	i
79	C[C@]12c3[nH]c4ccc(Cl)cc4c3CCN1C(=O)[C@@H](CC(=O)NCC13CC4CC(CC(C4)C1)C3)C[C@@H]2C(=O)N1CCOCC1	.	.	.	.	i
